Screening results from PubChem.
RORg inh: blocks mouse ROR gamma transcriptional activity; 310,000 tested, 5.4% active; P51450; Drosophila S2 Gal4-RORgamma UAS-luciferase reporter, 20 h; Potency, µM (top dose mostly 53.6 µM), without a hit: top-dose activity change, negative = inhibition, usual class: inhibitors; also: potency is read from the fitted curve at half-maximal effect; % is scaled to controls: 0 for no effect and ±100 for the full control effect; nearly all actives have a fitted effect of over 60% in size
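Compounds are pin-transferred onto Drosophila Schneider cells expressing a copper-inducible Gal4–ROR gamma transactivation domain fusion. After 1 hr, copper sulfate is added to 700 uM final; luciferase is read 20 hr later.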
Rab9 prom act: activates the Rab9 promoter. Huh7 Rab9 promoter-luciferase reporter, luminescence, 24 h. Potency, µM (highest dose often 9.22 µM), without a hit: top-dose activation, negative = inhibition, usual class: activators. 320,000 tested, 2.8% active; also: potency is read from the fitted curve at half-maximal effect; % of control where 0% means no effect; nearly all actives have a fitted effect of over 60% in size
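Huh7 cells stably carrying Rab9 promoter–luciferase reporter, plated 1500 cells/well, compound added after 2 h and incubated 24 h at 37 °C; luciferase luminescence then read after 10 min with detection reagent.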
p53 reactivation: restores transcriptional activity of mutant p53. H1299 p53-A138V BP100-luciferase reporter, luminescence, 24 h. Potency, µM (highest dose often 92.2 µM), without a hit: at the top dose activity change, positive = activation, usual class: activators. 320,000 tested, 0.063% active. AID 504706; also: potency is read from the fitted curve at half-maximal effect; % of control where 0% means no effect; nearly all actives have a fitted effect of over 45% in size
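H1299 (p53-null), stable ts p53-A138V + BP100-Luc; 1000 cells/well, Opti-MEM/10% FBS; cpd 4 pt, 1:5; 24 h, 37 deg C, 5% CO2; detection reagent 10 min RT; luminescence.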
PKM2 activator: PKM2 (human) enzyme activation | P14618 | purified PKM2, Kinase-Glo ATP luminescence, activation; response scale: 0% is enzyme alone, no compound | Potency, µM (titrated, usually from 57.5 µM), inactives show top-dose activation, actives largely listed as activators | 260,000 tested, 0.34% active; also: potency is read from the fitted curve at half-maximal effect; % is scaled to controls: 0 for no effect and ±100 for the full control effect; nearly all actives have a fitted effect of over 55% in size
Target sequence (P14618 whole entry, looked up): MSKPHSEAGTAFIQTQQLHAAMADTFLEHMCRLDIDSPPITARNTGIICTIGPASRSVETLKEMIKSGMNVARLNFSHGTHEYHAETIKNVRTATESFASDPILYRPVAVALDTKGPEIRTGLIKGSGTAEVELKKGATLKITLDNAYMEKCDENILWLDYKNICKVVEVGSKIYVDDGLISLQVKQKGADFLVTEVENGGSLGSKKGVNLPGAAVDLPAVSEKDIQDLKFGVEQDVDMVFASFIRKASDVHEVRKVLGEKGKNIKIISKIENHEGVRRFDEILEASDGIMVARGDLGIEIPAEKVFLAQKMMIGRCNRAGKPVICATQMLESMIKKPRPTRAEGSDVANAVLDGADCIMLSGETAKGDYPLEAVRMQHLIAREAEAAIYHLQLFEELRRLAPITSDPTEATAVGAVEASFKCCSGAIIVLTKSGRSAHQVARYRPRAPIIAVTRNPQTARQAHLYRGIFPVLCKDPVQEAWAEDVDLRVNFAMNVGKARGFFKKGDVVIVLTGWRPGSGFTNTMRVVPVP
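Kinase-Glo luminescence reports ATP generated from ADP (0.1 mM) and PEP (0.5 mM) by purified hPK-M2 after 1 h at room temperature, pH 7.2 imidazole buffer; intermediate enzyme activity allows detecting inhibitors and activators.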
FLuc counter: counter-screen for miR-21 project: firefly luciferase inhibitors or activators; P08659; purified FLuc, Km substrates, luminescence inhibition; Potency, µM (doses to about 57.5 µM), for inactives: at the top dose activity change, negative = inhibition, actives largely listed as inhibitors; 360,000 tested, 6.9% active;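 also: potency is read from the fitted curve at half-maximal effect; plate controls were vehicle for no effect and reference inhibitor for full effect; nearly all actives have a fitted effect of over 55% in size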
Target sequence (P08659 whole entry, looked up): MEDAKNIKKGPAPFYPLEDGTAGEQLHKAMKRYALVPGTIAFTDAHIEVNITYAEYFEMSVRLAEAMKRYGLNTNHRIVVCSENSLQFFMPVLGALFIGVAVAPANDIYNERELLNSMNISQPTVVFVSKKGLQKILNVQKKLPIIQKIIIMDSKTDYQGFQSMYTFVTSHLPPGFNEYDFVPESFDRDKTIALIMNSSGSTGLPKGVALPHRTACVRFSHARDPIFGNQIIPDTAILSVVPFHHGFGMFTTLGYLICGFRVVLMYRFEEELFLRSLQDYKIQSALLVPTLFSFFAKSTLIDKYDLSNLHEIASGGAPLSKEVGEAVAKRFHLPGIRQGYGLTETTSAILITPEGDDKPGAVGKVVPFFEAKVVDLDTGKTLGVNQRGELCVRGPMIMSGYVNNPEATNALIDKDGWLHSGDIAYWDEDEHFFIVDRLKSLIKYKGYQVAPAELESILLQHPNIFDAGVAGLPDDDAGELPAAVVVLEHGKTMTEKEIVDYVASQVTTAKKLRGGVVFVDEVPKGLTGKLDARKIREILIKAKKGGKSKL
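Biochemical qHTS of compounds, final roughly 60 µM downward over six points, against 10 nM purified firefly luciferase using Km concentrations of substrates (10 uM D-luciferin, 10 uM ATP) in Tris acetate pH 7.5 buffer; luminescence output.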
Giardia killer: Giardia lamblia killing | AID 540267 | 340,000 tested, 0.15% active | Giardia lamblia trophozoite viability | activity change, % at 7.66 µM, hits read low; in the data active = activity change below about -80%; inconclusive = between about -30% and that limit;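 also: parasites exposed to compound for two days anaerobically before the ATP read; % is scaled to controls: 0 for no effect and ±100 for the full control effect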
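Trophozoites 100 cells/well + cpd; 48 hrs, 37 deg C, anaerobic. ATPLite 1-Step added, 15-30 min RT, luminescence read (ATP-based viability).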
NPC1 prom act: NPC1 promoter activation | Huh7 NPC1 promoter luciferase reporter, 24 h | Potency, µM (series often up to 9.22 µM), without a hit: top-dose activation, actives largely listed as activators | 320,000 tested, 2.4% active | AID 485313;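 also: potency is read from the fitted curve at half-maximal effect; % of control where 0% means no effect; nearly all actives have a fitted effect of over 60% in size; reporter is driven by a mutant NPC1 promoter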
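Luminescence from an NPC1 promoter-driven luciferase reporter in stably transfected Huh7 cells was measured after 24 h compound treatment at 37 °C, followed by 10 min ambient incubation with luciferase detection reagent.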
ELG1 genotoxic: genotoxicity induction in ELG1-luciferase HEK293T cells. Potency, µM (titrated, usually from 46 µM), for inactives: top-dose activity change, positive = activation, actives largely listed as activators. 330,000 tested, 1.3% active. AID 504466. HEK293T ELG1-luciferase reporter, luminescence, 16 h; also: potency is read from the fitted curve at half-maximal effect; % of control where 0% means no effect; nearly all actives have a fitted effect of over 60% in size
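Genotoxic stress is detected as increased luminescence from luciferase-tagged ELG1 in HEK293T cells, measured with ONE-Glo after a 16 hr treatment at 37 °C.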
Menin MLL FP TR: displaces Texas Red mutant MLL peptide from human menin. O00255. Menin + Texas Red MLL mutant peptide, fluorescence polarization. Potency, µM (titrated, usually from 61.6 µM), for inactives: at the top dose FP activity change, negative = inhibition, most hits filed as inhibitors. 270,000 tested, 0.23% active. AID 1768; active = well fitted inhibition curve with a large enough effect in the polarisation, with a control signal flat, not every such curve was filed as active; inconclusive = small, poorly fitted or top-dose-only effect, or effect the other way, or a change in a side signal; inactive = no such curve, though single readings can be large or run the other way; the % refers to the polarisation; also: potency is read from the fitted curve at half-maximal effect; % of control where 0% means no effect; many of its hits are not listed in these tables
BRCA1 expr up: activators of BRCA1 expression; MCF7-BRCA1-FFLuc reporter, luminescence, 48 h; response scale: scaled: vehicle 0%, 10 µM genistein 100%; Potency, µM (series often up to 46.1 µM), inactives show at the top dose activation, usual class: activators; 380,000 tested, 1.1% active; AID 624202; also: potency is read from the fitted curve at half-maximal effect; nearly all actives have a fitted effect of over 80% in size; some results filed as inactive show a strong effect at the top dose
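MCF7 cells carrying a BRCA1-firefly luciferase reporter (2000 cells/well, phenol-red free MEM) were attached for 2 h at 37 °C, then given compounds for 48 h. Luminescence was read 15 min after luciferase reagent; activity normalized to genistein (10 microM) and DMSO.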
VP16 counter: inhibits Gal4-VP16 luciferase reporter, ROR gamma counter-screen | Drosophila S2 Gal4-VP16 UAS-luciferase, luminescence, 20 h | Potency, µM (doses to about 53.6 µM), for the others: at the top dose activity, negative = inhibition, hits mostly inhibitors | 310,000 tested, 3.5% active | AID 2546;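 also: Gal4-VP16 expression switched on by copper sulfate through the metallothionein promoter; potency is read from the fitted curve at half-maximal effect; % is scaled to controls: 0 for no effect and ±100 for the full control effect; nearly all actives have a fitted effect of over 50% in size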
Active calls of the source: *; ? = inconclusive; . = no result given; [ ] = remark or other dose. Unless noted, calls follow the shape of the dose curve; as a rule, active = well fitted curve in the direction sought with a large enough effect; inconclusive = small, poorly fitted or top-dose-only effect, or another doubt; inactive = no such curve, though single readings can be large; an effect the other way counts as inactive or inconclusive. An excerpt; rates above refer to the full screens.

Order of results – RORg inh	Rab9 prom act	p53 reactivation	PKM2 activator	FLuc counter	Giardia killer	NPC1 prom act	ELG1 genotoxic	Menin MLL FP TR	BRCA1 expr up	VP16 counter
CN1CCN(c2ccccc2NC(=O)c2ccc(-c3ccc(Cl)cc3Cl)o2)CC1
  -23%	-11%	-3%	10%	-18%	6	-4%	-8%	-7%	-94%	-18%
O=C(O)c1ccc(CSCc2ccco2)cc1
  -3%	0%	7%	-14%	?	6	1%	-2%	22%	16%	0%
Cc1ccc(CNC(=O)C2CCCN(S(=O)(=O)c3cccc4nonc34)C2)cc1 (configuration not stated)
  -20%	0%	1%	-2%	-4%	-9	2%	9%	?	-29%	3%
CC1CN(S(=O)(=O)c2ccc(C(=O)Nc3ccc(S(=O)(=O)N4CCOCC4)cc3)cc2)CC(C)O1 (configuration not stated)
  41%	-10%	-5%	-1%	1%	-12	-5%	-14%	.	-33%	?
CC1CCN(C(=S)NC(=O)c2cccc([N+](=O)[O-])c2)CC1
  0.71µM*	-3%	24%	-7%	0%	6	0%	2%	.	2%	0.63µM*
COc1ccc(/C=N/NC(=O)c2cccc(NC(=O)c3ccccc3Cl)c2)cc1OC
  33%	-3%	5%	-1%	?	14	4%	-6%	13%	0%	10%
Cc1cccc(OCC(=O)Nc2cccc(-c3nnc(-c4ccccc4)o3)c2)c1C
  -16%	20%	-4%	3%	2%	-17	?	5%	22%	?	?
O=C(c1ccco1)N(Cc1ccc([N+](=O)[O-])cc1)c1ccc(Cl)cc1
  ?	-5%	6%	2%	3%	7	-2%	-4%	-9%	-13%	-2%
CN1C(=O)C(=O)/C(=C(/O)c2ccccc2)C1c1ccc(Br)cc1 (configuration not stated)
  -19%	5%	.	3%	6%	-9	-3%	3%	3%	-15%	-13%
Cc1ccc(CN2C3CCCC2CC(NC(=O)c2ccc(C)cc2)C3)cc1 (configuration not stated)
  13%	-4%	-3%	-25%	-1%	7	-3%	-4%	-12%	-9%	5%
O=C(OCc1cc2ccccc2[nH]c1=O)C1CCCCC1
  -16%	5%	0%	-5%	-15%	-4	5%	1%	5%	-4%	5%
O=C(/C=C/c1ccco1)OCC(=O)c1cccc([N+](=O)[O-])c1
  18%	-2%	17%	0%	-2%	-22	-1%	5%	-4%	-18%	-12%
O=C(O)CC[C@@H](C(=O)O)N1C(=O)c2ccccc2C1=O
  -3%	2%[46.1 µM]	2%	-4%	-1%	1	4%[46.1 µM]	-4%	-5%	3%	-1%
CCOc1cc(C=C(C(=O)OC)C(=O)OC)ccc1OCc1ccc([N+](=O)[O-])cc1
  ?	3%	-22%	5%	-1%	-9	-3%	-11%	16%	-90%[inhibitor]	?
COc1ccc(NC(=O)CSc2nnc(-c3ccncc3)o2)c(OC)c1
  .	0%	7%	.	1%	-1	-7%	1%	.	-11%	.
N#CCCn1nc(-c2ccc(Br)cc2)cc1Nc1ccccc1NC(=O)C(F)(F)F
  ?	-2%	1%	2%	-14%	-12	-2%	-4%	?	-37%	-11%
COc1ccc(-c2cc(=O)oc3c(C)c(OC(C)C(=O)Nc4ccc(CN5CCOCC5)cc4)ccc23)cc1 (configuration not stated)
  11%	-7%	-5%	.	0%	11	15%	-1%	.	-25%	-1%
CN(CC(=O)Nc1cccc(F)c1)C(=O)CC1CCCC1
  .	1%	-2%	.	3%	3	-2%	-5%	.	19%	.
CC(C)(C)NC(=S)NCc1ccco1
  1%	-3%	-2%	15%	2%	-4	0%	0%	-8%	-1%	0%
Cc1ccc(NS(=O)(=O)c2cccc(C(=O)NNC(=O)c3cccn3C)c2)c(C)c1
  6%	4%	17%	0%	-9%	5	1%	-2%	.	-7%	19%
Cc1cc(Cn2nc(-c3ccccc3)cc2C(=O)NCC2CC2)on1
  .	2%	-11%	.	-3%	29	-5%	1%	.	2%	.
CCOc1ncccc1C(=O)OCc1nnc(-c2ccccc2)o1
  17%	-4%	2%	-1%	0%	2	-1%	2%	-13%	?	-3%
NC(=S)Cc1nc(-c2ccccc2)cs1
  11µM*	2%	?	-19%	-16%	7	10%	2%	?	38%	8.9µM*
COCCNc1c([N+](=O)[O-])c(=O)n(-c2ccccc2)c2ccccc12
  26%	-5%	-4%	6%	2%	9	-2%	-2%	8%	-14%	-7%
Cc1ccc(NC(=O)COC(=O)C2=NN(c3ccccc3)C(=O)CC2)c(Br)c1
  .	1%	?	.	-2%	-2	-1%	4%	.	25%	.
CCn1c(C)nc2cc(C(=O)NNS(=O)(=O)c3cc(Br)ccc3Br)ccc21
  -1%	2%	-2%	-6%	-17%	4	0%	0%	.	-10%	-8%
CN(C)S(=O)(=O)c1ccc(Cl)c(NC(=O)COC(=O)/C=C/c2ccc(S(=O)(=O)N3CCOCC3)cc2)c1
  22%	-9%	-1%	-2%	-10%	-1	-1%	0%	1%	19%	1%
CC1CCCCC12NC(=O)N(CC(=O)Nc1ccc3[nH]c(=O)[nH]c3c1)C2=O (configuration not stated)
  .	-4%	3%	.	3%	6	-3%	-2%	.	-34%	.
O=C(Cc1ccccc1)N1CCN(c2ccc([N+](=O)[O-])cc2)CC1
  37%	-6%	-3%	.	-2%	-14	4%	-5%	?	1%	6%
Cc1ccc(SCc2nc3ccccc3n2CC(=O)Nc2ccc(Cl)cc2)cc1
  -9%	-2%	-4%	10%	?	-7	3%	12%	6%	-48%	?
O=C(OCC(=O)N1CCN(Cc2ccccc2)CC1)c1cc(Cl)ccc1[N+](=O)[O-]
  .	1%	16%	.	0%	?	-4%	1%	.	10%	.
O=C(c1ccco1)N1CCN(C(c2ccc(Cl)cc2)c2nnnn2CC2CCCO2)CC1 (configuration not stated)
  ?	14%	-6%	-1%	0%	2	5%	-5%	-25%	0%	26%
Cc1ccc(N2CC(C(=O)Nc3ccccc3C(=O)NC3CCCCC3)CC2=O)cc1 (configuration not stated)
  12%	-10%	0%	-1%	2%	14	1%	0%	?	1%	14%
COc1cccc(NC(=O)CN2C(=O)CSc3nc(C)cc(C)c32)c1
  1%	19%	.	-3%	-2%	13	1%	7%	4%	-1%	1%
Cc1cccn2c(=O)c(C=O)c(N3CCSCC3)nc12
  -23%	-2%	0%	26%	4%	-3	-4%	5%	.	3%	-5%
O=C1c2cccc3cccc(c23)C(=O)N1CC1CCN(S(=O)(=O)c2ccc(F)cc2)CC1
  29%	-2%	-10%	5%	2%	?	-2%	-2%	-5%	81%	5%
COc1ccccc1-c1nnc(SC)n1C
  -24%	1%	-1%	-14%	-5%	8	0%	2%	-11%	10%	7%
NC(=O)c1ccccc1NS(=O)(=O)c1ccc(S(=O)(=O)N2CCCC2)cc1
  .	0%	-1%	.	3%	-25	-1%	9%	.	13%	.
C/[N+]([O-])=C1\Cc2ccccc2C1=O
  -7%	-7%	1%	-1%	0%	-7	-4%	-5%	9%	-11%	10%
Cc1ccc(/C=N/NC(=O)c2cccc(S(=O)(=O)Nc3ccccc3Cl)c2)o1
  13µM*	-2%	-6%	-3%	-22%	16	1%	-1%	-1%	-5%	?
CN(C)c1ccc(C(=O)N=c2sccn2C)cc1[N+](=O)[O-]
  19%	3.2µM*	?	-4%	9.5µM*	-11	2.2µM*	9.2µM*	.	11µM*	21%
CC(C)Cc1nnc(NC(=O)c2ccc(S(=O)(=O)N3CCCC3)cc2)s1
  .	1%	-2%	.	7%	6	0%	0%	.	-8%	.
COc1ccc(SC[C@H](Cc2ccccc2)N2CC[C@@H](C(C)(C)C)CCC2=O)cc1
  .	-6%	7%	.	6%	-11	-4%	-3%	.	10%	.
COc1ccc(Nc2nc3cc(C)ccc3cc2C#N)c(OC)c1
  3%	-19%	-3%	5%	1%	-2	-21%	12%	?	-53%	-14%
COc1ccccc1NS(=O)(=O)NC(=O)c1c(C)[nH]c2ccccc12
  -13%	2%	10%	.	-4%	12	1%	0%	.	-18%	1%
N#Cc1nc(COc2cccc(Cl)c2)oc1NCCN1CCOCC1
  34%	-4%	6%	4%	7%	15	-1%	0%	.	4%	13%
Cn1cnnc1Sc1nc2c(c(=O)n(C)c(=O)n2C)n1Cc1ccccc1Cl
  19%	-6%	4%	-7%	5%	-10	-6%	4%	8%	-15%	-10%
COc1ccc(-c2csc3ncnc(N4CCN(Cc5ccccc5)CC4)c23)cc1
  ?	1%	4%	6%	4%	-21	-3%	-17%	?	-3%	?
O=S(=O)(NC1CCCCC1Nc1ccc(Cl)cc1)c1ccccc1 (configuration not stated)
  ?	1%	-1%	2%	4%	?	0%	0%	4%	-44%	3%
CCOc1ccccc1NC(=S)N1CCC(NC(=O)NC23CC4CC(CC(C4)C2)C3)CC1
  -20%	-6%	6%	1%	0%	5	1%	2%	-3%	-4%	-1%
N#C/C(=C\c1cccnc1)C(=O)Nc1cccc2ccccc12
  ?	1%	-18%	22%	-9%	18	0%	?	36%[activator]	-56%	?
